T cell HTS: modulators of CD8 T cell-vesicle binding, primary screen, mouse 2C CD8+ T cells, flow cytometry | 2C CD8+ T cell-vesicle binding; active compounds read low | calls only at 7 µM | actives 0.068% (n = 330,000) | AID 2052, 2009;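 active = response, share of CD8 T cells binding vesicles, and their 90th percentile fluorescence all below set limits, cut at about 80% in these data, passing the limit was not always enough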
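incubation = binding step 1.5 h, 37 °C, antibody labelling 20 min, ice | test system = 2C mouse CD8+ T cells | read-out basis = percent CD8+ FL2 mean versus row control | controls = Peptide-free naked vesicles (low) and QL9 vesicles with 0.7% DMSO vehicle (high) | detection = flow cytometry of vesicle-bound cells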
T cell HTS vesicle-bound %: recorded beside T cell HTS, whose call it bears; double positive events, %; measured here: CD8+ vesicle-bound cell fraction;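 binding gate set so that unloaded-vesicle control wells show 10% double positive cells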
* hit, by the source's call; i = inactive. This is a subset; rates above refer to the full screens.

Results follow in this order: T cell HTS | T cell HTS vesicle-bound %
Cc1ccnc(NC(=O)C2CCCN(c3ncnc4c3nc3n4CCCCC3)C2)c1 (stereo unspecified)
 : i | 16
CC(Sc1nc(N)cc(=O)[nH]1)C(=O)NNC(=O)c1cccc(Cl)c1 (stereo unspecified)
 : i | 20
Cc1ccc(-c2csc(N3CCN(c4cc5c(cc4Cl)nc(C)n5CCN4CCCCC4)CC3)n2)cc1
 : i | 30
C=C[C@@H]1c2ccccc2N(S(=O)(=O)c2ccc(C)cc2)[C@H](c2ccc(C(F)(F)F)cc2)C1(C#N)C#N
 : i | 27
COc1ccccc1CNC(=O)[C@H](C)N1C(=O)N2CCc3c([nH]c4ccccc34)[C@@]2(C)C1=O
 : i | 40
O=C(COC(=O)/C=C/c1ccccc1)NC(=O)NC1CCCCC1
 : i | 35
CCOc1ccc(NC(=O)COc2coc(CN3CCc4ccccc4C3)cc2=O)cc1
 : i | 27
COc1cc(OC)cc(-c2nnc(NC(=O)CCS(=O)(=O)c3ccccc3)o2)c1
 : i | 58
Cc1ccc(C)c(NC(=O)CSc2nnc(-c3cc(C)[nH]n3)n2N)c1
 : i | 24
CC1CCN(C(=O)c2cc3ccccc3cc2O)CC1
 : i | 31
CCCc1ccc(OCC(O)CN2CCN(CCO)CC2)cc1 (stereo unspecified)
 : i | 21
CC(CC(=O)NC1CCCCC1)S(=O)(=O)c1ccc2c(c1)CCN2C(=O)C1CC1 (stereo unspecified)
 : i | 12
Cc1ccc(C(=O)NC(C)c2ccc(-n3ccnc3)cc2)cc1S(=O)(=O)N1CCOCC1 (stereo unspecified)
 : i | 34
CCN1C(=O)CSC1=Nc1ccc(OC)cc1
 : i | 36
Cc1ccc(NC(=O)CN2C(=O)N/C(=C/c3ccccc3OCc3cccc(C(=O)O)c3)C2=O)cc1
 : i | 24
O=C(COC(=O)CNC(=O)C1CCCCC1)Nc1ccc(F)c([N+](=O)[O-])c1
 : i | 24
CC[C@@]1(C(=O)OC)N[C@H](CN(C)C(=O)c2ccc(C(C)(C)C)cc2)[C@@H]2C(=O)N(Cc3ccccc3)C(=O)[C@@H]21
 : i | 10
O=C(Cc1ccc(Cl)cc1)Nc1ccc(Cl)cn1
 : i | 68
CC(=O)c1ccc(S(=O)(=O)Nc2ccc(Cl)c(S(=O)(=O)N3CCCC3)c2)cc1
 : i | 28
Cc1ccc(NC(=O)CCOc2ccccc2)c(C)c1
 : i | 40
CCCc1cc(=O)[nH]c(SCC(=O)NC2(C#N)CCCCC2)n1
 : i | 34
COc1ccc(CCNC(=O)C2C3CCC(C3)C2C(=O)O)cc1OC (stereo unspecified)
 : i | 55
O=C(NCC1CCCCC1)c1cccc([N+](=O)[O-])c1
 : i | 36
COc1ccc(CNC(=O)C2CCCN(S(=O)(=O)c3ccc(Br)s3)C2)cc1 (stereo unspecified)
 : i | 11
COc1cc(C(=O)NCC(=O)OCC(=O)c2cccc3ccccc23)cc(OC)c1OC
 : i | 9
CCOc1ncccc1C(=O)OCC(=O)Nc1nnc(-c2ccccc2)o1
 : i | 48
C=COc1ccc(N2C(=O)c3ccccc3OC2C)cc1 (stereo unspecified)
 : i | 9
CCCCCCC[C@@H](C/C=C/CCC(=O)N(C)C/C(=C/Cl)C/C(=C\C(=O)N1C[C@H](O)CC1=O)OC)OC
 : i | 5
Cc1n[nH]c(C)c1CN(C)C(=O)c1cc(COc2ccc(F)c(F)c2)on1
 : i | 25
Cc1ccc([C@@H]2[C@@H]3C(=O)N(C)C(=O)[C@@H]3[C@]3(C)C(=O)N(Cc4ccccn4)CC(=O)N23)o1
 : i | 30
NS(=O)(=O)c1ccc(CCNC(=O)c2ccc(NC3=NC4CS(=O)(=O)CC4S3)cc2)cc1 (stereo unspecified)
 : i | 27
Cc1ccc(Cl)cc1NC(=O)C1CC(=O)N(C(C)C)C1 (stereo unspecified)
 : i | 66
CCn1cc(C(=O)N2CCCC(CO)(Cc3ccccc3C)C2)cn1 (stereo unspecified)
 : i | 22
CCC(C(=O)NCCCN1CCOCC1)n1c2ccccc2c2nc(=O)cc(C)n21 (stereo unspecified)
 : i | 26
CCOCCCn1c(=N)c(S(=O)(=O)c2ccccc2)cc2c(=O)n3cc(C)ccc3nc21
 : i | 28
COc1ccccc1COCC(O)CN1CCCCC1CO (stereo unspecified)
 : i | 61
CCN(CC(=O)Nc1c(F)cccc1F)C(=O)c1ccc(C)c(S(=O)(=O)N2CCCCC2)c1
 : i | 12
CC(=O)N(c1ccc2oc(=O)sc2c1)S(=O)(=O)c1cccc2cccnc12
 : i | 14
O=C(/C=C/c1ccc(OC(F)F)cc1)OCC(=O)N1CCC(c2ccccc2)=N1
 : i | 42
COc1ccc(C(=O)N/N=C/c2ccc(OC)c(COc3ccccc3)c2)cc1
 : i | 57

A section from further up, for reference:
Results follow in this order: T cell HTS | T cell HTS vesicle-bound %
COc1ccc(CCNC(=O)C2C3CCC(C3)C2C(=O)O)cc1OC (stereo unspecified)
 : i | 55
O=C(NCC1CCCCC1)c1cccc([N+](=O)[O-])c1
 : i | 36
COc1ccc(CNC(=O)C2CCCN(S(=O)(=O)c3ccc(Br)s3)C2)cc1 (stereo unspecified)
 : i | 11
COc1cc(C(=O)NCC(=O)OCC(=O)c2cccc3ccccc23)cc(OC)c1OC
 : i | 9
CCOc1ncccc1C(=O)OCC(=O)Nc1nnc(-c2ccccc2)o1
 : i | 48
C=COc1ccc(N2C(=O)c3ccccc3OC2C)cc1 (stereo unspecified)
 : i | 9
CCCCCCC[C@@H](C/C=C/CCC(=O)N(C)C/C(=C/Cl)C/C(=C\C(=O)N1C[C@H](O)CC1=O)OC)OC
 : i | 5

(more compounds)
Results follow in this order: T cell HTS | T cell HTS vesicle-bound %
O=C(CCC(=O)Nc1nnc(C2CCCCC2)s1)Nc1ccc(F)cc1
 : i | 32
O=C(COC(=O)c1n[nH]c2ccccc12)NCCc1ccccc1
 : i | 23
CCN(CC(=O)NCc1ccc(Cl)cc1)S(=O)(=O)c1ccc(F)cc1
 : i | 18
O=C(NCCc1ccccc1)C1CCC(=O)N(CCCN2CCCC2=O)C1 (stereo unspecified)
 : i | 63
COc1cccc(-n2ccn(CC(=O)NCCc3ccccc3)c(=O)c2=O)c1
 : i | 19
O=C(Cn1cncn1)c1ccc(Cl)cc1
 : i | 58
Cc1ccc(C)c(NC(=O)CN(C)C(=O)Cc2coc3cc(C)c(C)cc23)c1
 : i | 40
CCc1nc(SCC(=O)Nc2ccccc2C)n[nH]1
 : i | 9
CC(C)(C)N(Cc1ccccc1)C(=O)CSc1ncn[nH]1
 : i | 40
Cc1cc(-c2ccc(C)c(S(=O)(=O)NCCCN(Cc3ccccc3)C(C)C)c2)on1
 : i | 37
Cc1ccc(C(=O)OCC(=O)N2CCC(C)CC2)cc1S(=O)(=O)N1CCCCC1
 : i | 62
CCC(C)[C@H]1CNCCN1CCCc1cc(OC)c(OC)c(OC)c1 (stereo partly specified)
 : i | 38
CCCOC(c1ccccc1)(c1ccc(C(F)(F)F)cc1)C(Oc1nc(C)cc(C)n1)C(=O)O (stereo unspecified)
 : i | 21
Cc1cccc(OCC(O)CN2CCN(S(=O)(=O)c3ccc(C)cc3C)CC2)c1 (stereo unspecified)
 : i | 27
CC(C)c1ccc(OCC(O)CN2CCCC2)cc1 (stereo unspecified)
 : i | 51
O=C(NC1CCSC1=O)C1CC(=O)N(c2ccc(F)cc2)C1 (stereo unspecified)
 : i | 6
CCOc1ccc(C(=O)C(C)OC(=O)Cn2[nH]c(=O)c3ccccc3c2=O)cc1 (stereo unspecified)
 : i | 20
CN(C)c1cccc(C(=O)N2CCC(n3nccc3NC(=O)C3CCOC3)CC2)c1 (stereo unspecified)
 : i | 25
Cc1nn(C(C)C(=O)N2CCCC2)c(=O)c2nn(-c3ccccc3)c(C)c12 (stereo unspecified)
 : i | 20
CC(C)(C)Cc1nnc(NC(=O)CCc2ccccc2)s1
 : i | 38
COc1cccc(/C=C2/C(=O)NN(c3ccccc3)C2=O)c1
 : i | 46
CCC/C(=C1/c2ccccc2C(=O)N1c1ccccc1)c1ccc2c(c1)OCCO2
 : i | 48
Cc1ccccc1N(C(=O)CCCC(=O)Nc1ccccn1)C(C(=O)NC1CCCC1)c1ccc(O)cc1 (stereo unspecified)
 : i | 45
Cc1cc(OCC(=O)Nc2ccc(CN3CCOCC3)cc2)c2c(C)c(C)c(=O)oc2c1
 : i | 26
COc1ccc(CNC(=O)N2CCc3ccccc3C2)cc1
 : i | 42
O=C(CSc1nccn(-c2ccc(Br)cc2)c1=O)NC1CCCC1
 : i | 32
O=C(NCCc1ccccc1)C1CC(=O)N(C2CCCCC2)C1 (stereo unspecified)
 : i | 53
CN1CCN(C(=O)c2ccc(-c3ccc(Br)cc3)o2)CC1
 : i | 34
CCOc1ccc(Br)cc1S(=O)(=O)Nc1cccc(S(=O)(=O)Nc2ccccc2C(=O)O)c1
 : i | 45
COc1ccccc1OCCC(=O)OCC(=O)NCc1ccc(F)cc1
 : i | 37
CC(=O)NC(c1ccc(C)cc1)c1cc(Cl)c2cccnc2c1O (stereo unspecified)
 : i | 58
O=C(c1ccco1)N1CCN(Cc2nnc(-c3ccccc3)o2)CC1
 : i | 24
O=C(COc1ccc(Br)cc1Cl)N1CCN(c2ncccn2)CC1
 : i | 4
COc1ccc(C(=O)N2CCN(c3ccc(NC(=O)c4ccco4)cc3)CC2)cc1
 : i | 48
CCC(=O)N1CCN(c2ccccc2NC(=O)COc2ccc(C(C)C)cc2)CC1
 : i | 62
CCOc1cccc(C(=O)Nc2ccc3c(c2)OCCO3)c1
 : i | 24
CCN(CC(=O)Nc1c(F)cccc1F)C(=O)c1ccc(N2CCOCC2)c([N+](=O)[O-])c1
 : i | 21
Cc1cc(NC(=O)C(C)SCC(=O)Nc2ccccc2N2CCCCC2)no1 (stereo unspecified)
 : i | 2
Cc1ccc(S(=O)(=O)CCC(=O)NCCC2=CCCCC2)cc1
 : i | 61
Cc1cc(=O)[nH]c(SCCc2ccccc2)n1
 : i | 30
CN1CCN(CCCNC(=O)c2ccc3c(=O)n(CCc4ccccc4)c(=O)[nH]c3c2)CC1
 : i | 18
Cc1c(C)n2c(SCC(=O)N3CCC(C)CC3)nnc2[nH]c1=O
 : i | 33
CCn1nc(NS(=O)(=O)c2ccc([N+](=O)[O-])cc2)c2cc3ccc(C)cc3nc21
 : i | 23
O=C(NNC(=O)c1ccccc1O)c1ccc(Cl)c(S(=O)(=O)N2CCCCC2)c1
 : i | 22
Cc1cccc(C(=O)NCCC(=O)Nc2ccc(C#N)cc2)c1
 : i | 19
Cc1c(C(=O)N(C)Cc2ccccc2)oc2c(Cl)cccc12
 : i | 52
O=C(/C=C/c1ccccc1)OCCN=C1NS(=O)(=O)c2ccccc21
 : i | 52
O=S(=O)(c1ccccc1)N1CCN(C(=S)Nc2ccccc2)CC1
 : i | 15
NC(=O)Cn1cc(/C=N\NS(=O)(=O)c2cccc([N+](=O)[O-])c2)c2ccccc21
 : i | 6
O=C1C2CCCN2C(=S)N1c1ccccc1 (stereo unspecified)
 : i | 28
O=C(NCC(=O)N1CCC2(CC1)NCCc1[nH]cnc12)c1ccc2ccccc2c1
 : i | 17
CCOc1ccc(C(c2c(NC(=O)c3ccco3)sc(C)c2C)N2CCOCC2)cc1 (stereo unspecified)
 : i | 49
COc1ccc(C(=O)NC(=S)N2CCOCC2)cc1Br
 : i | 6
COc1cccc(N2CCN(C(=O)c3cc4cc(Cl)ccc4[nH]3)CC2)c1
 : i | 52
CN1C(=O)/C(=C/c2ccc(OCc3ccc(C(=O)O)cc3)c(Cl)c2)NC1=S
 : i | 69
Cc1cc(C)cc(CC2CC(=O)N(c3ccc([N+](=O)[O-])cc3)C2=O)c1 (stereo unspecified)
 : i | 64
O=C(COc1ccc2c3c(c(=O)oc2c1)CCC3)NCC(O)c1ccccc1 (stereo unspecified)
 : i | 22
O=C(CN1C(=O)NC2(CCCC2)C1=O)Nc1cccc(Cl)c1Cl
 : i | 17
CC(C)CC1NC(=O)c2ccccc2-n2c1nc1ccccc1c2=O (stereo unspecified)
 : i | 8
COc1cc(OC)cc(C(=O)NC(C(=O)N2CCC2)C(C)C)c1 (stereo unspecified)
 : i | 55

Following part:
Results follow in this order: T cell HTS | T cell HTS vesicle-bound %
COc1ccc(C(=O)COC(=O)c2ccn(C)n2)cc1
 : i | 21
CCCCn1c(N)c(N(CC(C)C)C(=O)C2CC(=O)N(CCc3ccccc3)C2)c(=O)[nH]c1=O (stereo unspecified)
 : i | 50
Cc1onc(-c2ccccc2)c1C(=O)N(CC(C)C)c1c(N)n(CC(C)C)c(=O)[nH]c1=O
 : i | 29
COc1ccc(S(=O)(=O)N2CCN(C(=O)CCNC(=O)c3ccccc3Cl)CC2)cc1
 : i | 39
CSCCC(NS(=O)(=O)c1ccccc1F)C(=O)N1CCCCCCC1 (stereo unspecified)
 : i | 15
O=C(NCc1ccco1)c1cc2cc(Br)ccc2o1
 : i | 15
O=C(Nc1ccc2c(c1)CN(Cc1ccc(CO)o1)CC2)c1ccc(C(F)(F)F)cc1
 : i | 59

Part of the list above in a different format.
> COc1ccc(S(=O)(=O)N2CCN(C(=O)CCNC(=O)c3ccccc3Cl)CC2)cc1
- T cell HTS: i
- T cell HTS vesicle-bound %: 39

> CSCCC(NS(=O)(=O)c1ccccc1F)C(=O)N1CCCCCCC1 (stereo unspecified)
- T cell HTS: i
- T cell HTS vesicle-bound %: 15

> O=C(NCc1ccco1)c1cc2cc(Br)ccc2o1
- T cell HTS: i
- T cell HTS vesicle-bound %: 15

> O=C(Nc1ccc2c(c1)CN(Cc1ccc(CO)o1)CC2)c1ccc(C(F)(F)F)cc1
- T cell HTS: i
- T cell HTS vesicle-bound %: 59
